LMNA splice mod: LMNA splicing modulation; HeLa LMNA splicing GFP/RFP minigene ratio, 48 h; Potency, µM (doses to about 46.1 µM), without a hit: at the highest dose ratio change, negative = inhibition, most hits filed as inhibitors; actives 0.01% (n = 200,000); AID 1487; active means well fitted inhibition curve with a large enough effect in the signal ratio, with a control signal flat, not every such curve was filed as active; inconclusive means small, poorly fitted or top-dose-only effect, or effect the other way, or a change in a side signal; the % refers to the signal ratio; further: potency means the concentration at half of the fitted maximal effect; on the % scale 0 is the no-effect control and ±100 the full control effect
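S3 HeLa stable clones carrying a lamin A-EGFP splicing minigene plus DsRed2 were seeded at 600 cells/well in Opti-MEM with 2% FBS, pin-dosed and incubated 48 h at 37°C. Acumen cytometry (488 nm) gave the GFP/RFP total-intensity ratio.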
CBFb RUNX1 block: CBF-beta/RUNX1 interaction disruption; Q01196+Q13951; AlphaScreen CBFb-His/RUNX1-biotin binding, biochemical; Potency, µM (top dose mostly 59.8 µM), without a hit: top-dose activity, negative = inhibition, usual class: inhibitors; 230,000 tested, under 10 active; AID 1477; further: % of control where 0% means no effect
Target sequence (Q01196 whole entry, looked up): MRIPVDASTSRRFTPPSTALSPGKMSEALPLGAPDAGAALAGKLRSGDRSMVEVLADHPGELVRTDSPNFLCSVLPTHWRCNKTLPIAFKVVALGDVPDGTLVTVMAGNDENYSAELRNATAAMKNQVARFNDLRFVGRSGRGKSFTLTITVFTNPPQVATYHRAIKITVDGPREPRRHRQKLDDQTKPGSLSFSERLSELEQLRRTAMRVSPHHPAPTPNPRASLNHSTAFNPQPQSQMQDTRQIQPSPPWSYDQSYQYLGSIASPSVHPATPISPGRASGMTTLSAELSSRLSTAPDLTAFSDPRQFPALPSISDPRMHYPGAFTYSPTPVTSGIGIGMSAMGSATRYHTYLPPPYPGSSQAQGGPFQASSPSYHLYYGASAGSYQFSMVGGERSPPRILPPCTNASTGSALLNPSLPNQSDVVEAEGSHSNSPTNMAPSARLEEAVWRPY
Target sequence (Q13951 whole entry, looked up): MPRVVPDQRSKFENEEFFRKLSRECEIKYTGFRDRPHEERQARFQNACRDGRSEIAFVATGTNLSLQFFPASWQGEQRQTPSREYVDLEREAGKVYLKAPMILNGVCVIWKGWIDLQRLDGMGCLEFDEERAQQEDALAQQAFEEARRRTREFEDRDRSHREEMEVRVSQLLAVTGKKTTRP
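Inhibition was taken as any reduction in AlphaScreen signal from the CBF-beta–RUNX1 pair (His and biotin tags, 30 nM each), measured after compound (15 min) and bead (90 min) incubations at room temperature.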
HttQ103 aggreg: reduces HttQ103-GFP aggregates in PC12 cells; Potency, µM (titrated, usually from 46.1 µM), inactives show at the highest dose activity change, negative = inhibition, usual class: inhibitors; actives 1.1% (n = 220,000); AID 1688; PC12 HttQ103-GFP aggregates, Acumen cytometry, 40 h; further: potency means the concentration at half of the fitted maximal effect; on the % scale 0 is the no-effect control and ±100 the full control effect; nearly all actives have a fitted effect of over 60% in size
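Read-out: GFP aggregate count by laser scanning cytometer (488 nm excitation, 500-530 nm emission, 1–25 µm objects >6 SD above background). Cells: PC12, inducible HTTex1-Q103-GFP, 100 nM tebufenozide; compounds titrated.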
IMPase Li inh: cell-permeable IMPase inhibitors with lithium potentiation; CHO-M1 cells, IP1 TR-FRET (IP-One), carbachol + lithium; Potency, µM (top dose mostly 59.4 µM), without a hit: at the top dose activity, negative = IMPase inhibition, usual class: inhibitors; actives 0.35% (n = 210,000); AID 1457;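 further: IP1 builds up when IMPase is blocked and the TR-FRET signal falls; potency means the concentration at half of the fitted maximal effect; plate controls were basal vehicle for no effect and high inhibitor control for full effect; nearly all actives have a fitted effect of over 50% in size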
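CHO cells stably expressing M1 receptor (2000/well) were cultured 16–30 h, then exposed to compounds with a small lithium addition for 30 min at 37C. IP1 was measured by TR-FRET competition; AC50 from Hill fits.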
Epigenetic derep: regulators of epigenetic silencing causing reporter derepression in mouse cells | murine LDR cells, GFP reporter derepression, 30 h | Potency, µM (doses to about 53.9 µM), for the others: at the top dose GFP activation, actives largely listed as activators | actives 0.2% (n = 280,000); further: potency means the concentration at half of the fitted maximal effect; % of control where 0% means no effect; nearly all actives have a fitted effect of over 60% in size
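Murine LDR cells carrying a silenced, genomically integrated CMV-driven GFP reporter were exposed to compound for 30 hours at 37 C. After PBS washes, GFP-positive cells (20–120 um objects) were counted by laser-scanning microplate cytometry.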
NPSR antag: blocks cAMP signaling of the human neuropeptide S receptor; CHO-NPSR cells, cAMP TR-FRET, antagonist mode; Potency, µM (titrated, usually from 38.3 µM), for inactives: at the highest dose activity change, negative = inhibition, usual class: inhibitors; actives 1% (n = 220,000); AID 1461; further: potency means the concentration at half of the fitted maximal effect; on the % scale 0 is the no-effect control and ±100 the full control effect; nearly all actives have a fitted effect of over 50% in size; many of its hits are not listed in these tables
Target sequence (Q6W5P4 whole entry, looked up): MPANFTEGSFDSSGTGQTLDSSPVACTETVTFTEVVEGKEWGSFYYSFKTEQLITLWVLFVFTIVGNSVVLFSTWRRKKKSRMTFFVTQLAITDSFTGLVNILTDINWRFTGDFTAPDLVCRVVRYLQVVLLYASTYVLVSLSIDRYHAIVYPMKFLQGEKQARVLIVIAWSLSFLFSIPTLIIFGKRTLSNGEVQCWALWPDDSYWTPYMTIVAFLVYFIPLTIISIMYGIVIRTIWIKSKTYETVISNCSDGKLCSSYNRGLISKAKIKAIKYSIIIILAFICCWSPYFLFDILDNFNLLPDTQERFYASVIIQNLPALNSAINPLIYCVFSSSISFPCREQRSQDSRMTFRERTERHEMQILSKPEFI
Luc counter: counter-screen: inhibitors of Kinase-Glo firefly luciferase. Q27757. Kinase-Glo luciferase, ATP luminescence, 8 min. Potency, µM (series often up to 38.3 µM), without a hit: at the highest dose activity change, negative = inhibition, most hits filed as inhibitors. actives 0.28% (n = 200,000); further: potency means the concentration at half of the fitted maximal effect; on the % scale 0 is the no-effect control and ±100 the full control effect; nearly all actives have a fitted effect of over 60% in size
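Recombinant Kinase-Glo luciferase, 10 uM ATP (linear range), luciferin; imidazole pH 7.2 / KCl / MgCl2 / Tween / BSA buffer; 8 min RT; luminescence.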
* hit, by the source's call; ? = inconclusive; . = no result given; [ ] = dose if it differs, or a comment. Unless noted, the call rests on the fitted dose curve; in most records, active means well fitted curve in the direction sought with a large enough effect; inconclusive means small, poorly fitted or top-dose-only effect, or another doubt; inactive means no such curve, though single readings can be large; an effect the other way counts as inactive or inconclusive.

SMILES	LMNA splice mod	CBFb RUNX1 block	HttQ103 aggreg	IMPase Li inh	Epigenetic derep	NPSR antag	Luc counter
CCc1nnc(NC(=O)CSc2nnnn2-c2cccc(C(C)=O)c2)s1	.	0%	.	-3%	1.1%	-7%	-2%
COCC(C)n1c(SCC(=O)NNC(=O)c2ccccc2)nc2ccccc2c1=O (configuration not stated)	?	-17%	2%	-7%	0.0%	9%	2%
CCn1c(SCC(=O)NCCOc2ccccc2)nc2ccccc2c1=O	5%	2%	-10%	4%[38.3 µM]	-0.3%	-25%[46.1 µM]	2%
CN(CCOc1ccc(Br)cc1)CC(=O)Nc1cccc(S(=O)(=O)NC2=NCCC2)c1	-7%[46 µM]	-3%	6%	2%	2.5%	11%	8%
Cc1nn(-c2ccccc2)c(N)c1Sc1cccc([N+](=O)[O-])c1	?	-14%	-16%	12%	1.5%	-34%	-2%
Cc1cccc(Nc2nc(N)c([N+](=O)[O-])c(N3CCN(C)CC3)n2)c1	-12%	4%	?	-3%	0.0%	2%	2%
COc1cc(OC)nc(-n2ncc(Br)c(Br)c2=O)n1	?	2%	4.5µM*	-18%	-5.6%	6.3µM*	0%
C/C(=N\NC(=O)COc1ccc(C(C)(C)C)cc1)c1ccc2c(c1)OCCO2	?	-1%	?	16%	0.0%	-3%	0%
COc1ccc(CCNC(=O)C/C(C)=N/NC(=O)Cc2cccc3ccccc23)cc1OC	.	0%	-23%[9.22 µM]	.	2.0%	7%	.
COC(=O)c1ccc(-n2nnnc2SCC(=O)N2CCCCC2)cc1	-3%	1%	-2%[9.22 µM]	8%[38.3 µM]	2.0%	-2%[46.1 µM]	-3%
O=C(COC(=O)c1cc([N+](=O)[O-])ccc1NCc1ccccc1)NCc1ccccc1Cl	-3%	-5%	-9%	1%	-3.0%	-12%	-2%
CCOC(=O)N1CCN(c2nc(-c3ccc(OC)cc3)no2)CC1	?	0%	?	17%[38.3 µM]	0.0%	0%[46.1 µM]	-1%
CN(c1ccccc1C(=O)N1CCOCC1)S(C)(=O)=O	-3%	-7%	10%	-10%[38.3 µM]	0.2%	-15%[46.1 µM]	11%
COCCCNC(=O)COc1ccc(Cl)c(C)c1	1%	1%	-11%	7%[38.3 µM]	-0.9%	20%[7.67 µM]	-2%
CCCn1c(SCC(=O)Nc2ccc(C)c(S(=O)(=O)N3CCOCC3)c2)n[nH]c1=O	-14%	1%	?	.	-0.9%	10%[46.1 µM]	.
Cc1nn(-c2ccccc2)c(C)c1/C=N/NC(=O)CSc1nnc(-c2ccccc2)n1-c1ccc(Cl)cc1	-7%	-3%	20%	21%	1.0%	-10%	1%
CC(=NCCN1CCOCC1)C1=C(O)c2ccccc2C1=O	6%	1%	-4%	-11%[38.3 µM]	-1.2%	-3%[46.1 µM]	-5%
O=C(O)c1cc([N+](=O)[O-])ccc1Nc1ccccc1	-18%	-12%	-4%	-3%	1.1%	-17%	-1%
C/C(=N\NC(=O)c1cccnc1)c1cc(C)oc1C	1%	-1%	-12%	-11%	-7.3%	7%	0%
COc1ccc(/C=N/NS(=O)(=O)c2ccc(F)cc2)cc1COc1cc(F)ccc1[N+](=O)[O-]	.	7%	27%	2%	-3.5%	-49%	1%
CC1(C)SC(=S)N(c2ccccc2)C1/[N+]([O-])=C/c1cccc([N+](=O)[O-])c1 (configuration not stated)	-16%[46 µM]	0%	16%[9.22 µM]	.	3.2%	-2%	.
CC(=O)c1cnc(Nc2nc(C)c3cccc(C)c3n2)nc1C	-9%	1%	4%	1%[38.3 µM]	2.6%	7%[46.1 µM]	10%
Cc1ccccc1-c1nsc(SCC(=O)NCc2ccc3c(c2)OCO3)n1	-5%	-1%	-3%	-11%	-1.9%	1%	0%
COc1ccc(C(=O)CN(Cc2ccccc2)C2=NCCS2)cc1	-13%	2%	-23%	.	-0.9%	-1%[46.1 µM]	.
Cc1cc(=O)[nH]c(Nc2ccc(C(=O)OC(C)C)cc2)n1	-11%	5%	-17%	25%[38.3 µM]	2.2%	-2%[46.1 µM]	0%
COc1ccc(CN2C(=O)c3cccnc3C2Nc2ccc(OC)c(Cl)c2)cc1 (configuration not stated)	5%	-9%	2%	-1%[38.3 µM]	-1.1%	-13%[46.1 µM]	2%
Cc1ccc(S(=O)(=O)N2CCN(C(=O)CSc3nnc(-c4ccco4)o3)CC2)cc1	-5%	2%	0%	-6%[38.3 µM]	-4.2%	-18%[46.1 µM]	-1%
NCCC[C@@H](CC(=O)N[C@@H]1CCNC[C@H]1C(=O)N[C@H](CC(=O)N[C@@H](CCC(=O)O)CC(=O)O)Cc1c[nH]c2ccccc12)NC(=O)C[C@H](CO)NC(=O)[C@@H]1CNCC[C@H]1N	.	14%	.	9%	0.8%	.	2%
CCCCc1ccc(NC(=S)Nc2ccc(Nc3ccc(OC)cc3)cc2)cc1	?	-1%	20%	19%	1.0%	-25%	0%
CCN(CC)CCNC(=O)C1c2cc(OC)c(OC)cc2C(=O)N(C)C1c1cccs1 (configuration not stated)	.	-4%	13%	-5%	-3.2%	-7%	0%
O=S1(=O)CC(O)C(Nc2ccccc2Cl)C1 (configuration not stated)	-5%	-2%	16%	0%[38.3 µM]	2.4%	-7%[46.1 µM]	3%
CC(Nc1oc(-c2ccco2)nc1C#N)c1ccccc1 (configuration not stated)	?	1%	10%	8%	-0.5%	-3%	-2%
CC1=Nc2cc(C(=O)NCc3ccco3)ccc2Sc2ccc(C)cc21	?	-11%	25%	5%	1.0%	12%	1%
O=C(c1ccco1)N1CCN(c2ccc([N+](=O)[O-])c(N3CCOCC3)c2)CC1	?	6%	6%[9.22 µM]	8%	1.1%	22%	-2%
NC[C@@H]1O[C@@H](O[C@H]2[C@H](O)[C@@H](O[C@@H]3O[C@@H](CO)[C@H](O)[C@@H](N)[C@@H]3O)[C@H](N)C[C@@H]2N)[C@@H](O)[C@H](O)[C@H]1O	.	11%	.	0%	-1.6%	.	4%[39.9 µM]
CCCCCn1c(=O)[nH]c2cc(C(=O)NCc3ccccn3)ccc2c1=O	-12%[46 µM]	15%	14%	?	-0.1%	-12%	-4%
C=CCNC(=O)C(=O)c1c(-c2ccccc2)[nH]c2ccccc12	4%	-2%[2.36 µM]	-13%	2%	6.1%	8%	1%
CC1CCN(c2ccccc2NC(=O)c2ccc(N3CCOCC3)c([N+](=O)[O-])c2)CC1	-7%	9%	11%	-5%	-0.9%	-6%[46.1 µM]	1%
NC1=NC(=O)S/C1=C\c1ccc(O)cc1	?	-2%	7%	5%	-1.5%	-19%	0%
Cc1ccc(S(=O)(=O)N(CCO)c2cc3c(s2)CCCC3)cc1	6%	0%	-25%	12%[38.3 µM]	-0.8%	-18%[46.1 µM]	2%
Cc1nc2ccc(NC(=O)c3ccc(Cl)c([N+](=O)[O-])c3)cc2s1	-14%	-8%	?	6%	-1.0%	14%	0%
O=c1[nH]ncc(N2CCN(C(c3ccccc3)c3ccccc3)CC2)c1Cl	-5%	-15%	16%	8%	0.0%	-19%	-1%
COc1cc(/C=C2\SC(=S)N(Nc3ncc(C(F)(F)F)cc3Cl)C2=O)ccc1O	24%	-24%	25%[9.22 µM]	33%[activator][38.3 µM]	0.8%	?	-3%
CCOC(=O)C1CCCN(CC(O)COc2cccc(C)c2)C1 (configuration not stated)	2%	-3%	-3%	-11%	0.0%	6%	-4%
N#Cc1cccc(NC(=O)COC(=O)CCc2nc3ccccc3c(=O)[nH]2)c1	.	4%	-16%	0%	3.2%	4%	3%
Cc1c(C(=O)OCC(=O)Nc2ccccc2OC(F)F)cccc1[N+](=O)[O-]	-2%	3%	12%	13%	-2.4%	-2%	-1%
Cc1cc(/C=C2/NC(=O)N(Cc3ccccc3F)C2=O)c(C)n1-c1ccccn1	?	-28%	-4%	-4%	-4.8%	-13%	0%
O=C(c1cc(S(=O)(=O)Nc2ccccc2F)c(Cl)cc1Cl)N1CCN(CCO)CC1	.	-2%	-16%	7%	1.3%	-3%	.
O=C(NC(=S)NCc1nc2ccccc2[nH]1)c1ccccc1F	.	4%	-4%	-5%	-4.4%	15%	-6%
Cc1cc(C)cc(N2C(=O)CC(Sc3ccccc3C(=O)O)C2=O)c1 (configuration not stated)	.	4%	18%[9.22 µM]	.	6.6%	-15%	.
Cc1ccc(SCc2cn3c(C)cc(C)nc3n2)cc1	.	-4%	21%[9.22 µM]	.	0.1%	-11%	.
Cc1cc(CNC(=O)[C@@H]2C[C@H]2[C@@H](NP(=O)(c2ccccc2)c2ccccc2)c2ccccc2)nn1C	.	4%	.	11%	6.6%	.	-1%
Cc1cc(NC(=O)COC(=O)c2ccccc2[N+](=O)[O-])no1	3%[46 µM]	-4%	20%	-16%	-0.3%	-9%	-1%
COc1ccc(CC2(CO)CCN(Cc3cccn3-c3ccccn3)CC2)cc1	?	-2%	2%[9.22 µM]	15%	-2.0%	1%	1%
O=C(Cn1nnc2ccccc21)c1ccccc1	-5%	5%	-18%	1%	1.5%	10%	0%
C/C(=N\N=C(N)N)c1ccc(Cl)c(Cl)c1	-19%[46 µM]	1%	14%	-11%	1.6%	-6%	4%
CC(=O)C1C(c2cccc(Oc3ccccc3)c2)NC(=O)NC1(O)C(F)(F)F (configuration not stated)	4%	0%	17%	-7%[38.3 µM]	-1.1%	-5%[46.1 µM]	-6%
CCOc1ccc(CCNc2cc(C)nc3ncnn23)cc1OCC	?	9%[2.36 µM]	-3%	8%	3.2%	8%	-1%
CN(CC(=O)Nc1cccc2c1CCCC2)S(=O)(=O)c1ccc(Cl)cc1	-3%	1%	12%	2%[38.3 µM]	-0.4%	-16%[46.1 µM]	-3%
Cc1[nH]c(=O)[nH]c(=O)c1NC(=O)c1cccs1	5%	9%	-2%	27%[38.3 µM]	2.3%	?	0%

Sorted by the number under HttQ103 aggreg (high to low): some entries from above
smiles | CBFb RUNX1 block | HttQ103 aggreg | IMPase Li inh | Epigenetic derep | NPSR antag
Cc1c(C(=O)OCC(=O)Nc2ccccc2OC(F)F)cccc1[N+](=O)[O-] | 3% | 12% | 13% | -2.4% | -2%
NC1=NC(=O)S/C1=C\c1ccc(O)cc1 | -2% | 7% | 5% | -1.5% | -19%
CCOC(=O)C1CCCN(CC(O)COc2cccc(C)c2)C1 (configuration not stated) | -3% | -3% | -11% | 0.0% | 6%
Cc1ccc(S(=O)(=O)N(CCO)c2cc3c(s2)CCCC3)cc1 | 0% | -25% | 12%[38.3 µM] | -0.8% | -18%[46.1 µM]

Only part of the results is shown, so the mix of outcomes need not match the whole.
